# Gal4-VP16 FLuc = Gal4-VP16 reporter inhibition counter-screen; Drosophila S2 Gal4-VP16 UAS-luciferase, luminescence, 20 h; Potency, µM (titrated, usually from 53.6 µM), without a hit: top-dose activity, negative = inhibition, actives largely listed as inhibitors; actives 3.5% (n = 310,000);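 also: Gal4-VP16 expression switched on by copper sulfate through the metallothionein promoter; nearly all actives have a fitted effect of over 50% in size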
# RORgamma inh = ROR gamma (mouse) transcription inhibition. Drosophila S2 Gal4-RORgamma UAS-luciferase reporter, 20 h. P51450. actives 5.4% (n = 310,000). Potency, µM (top dose mostly 53.6 µM), for inactives: top-dose activity change, negative = inhibition, hits mostly inhibitors; also: nearly all actives have a fitted effect of over 60% in size
# Target sequence (P51450 whole entry, looked up, the tested form may be a part): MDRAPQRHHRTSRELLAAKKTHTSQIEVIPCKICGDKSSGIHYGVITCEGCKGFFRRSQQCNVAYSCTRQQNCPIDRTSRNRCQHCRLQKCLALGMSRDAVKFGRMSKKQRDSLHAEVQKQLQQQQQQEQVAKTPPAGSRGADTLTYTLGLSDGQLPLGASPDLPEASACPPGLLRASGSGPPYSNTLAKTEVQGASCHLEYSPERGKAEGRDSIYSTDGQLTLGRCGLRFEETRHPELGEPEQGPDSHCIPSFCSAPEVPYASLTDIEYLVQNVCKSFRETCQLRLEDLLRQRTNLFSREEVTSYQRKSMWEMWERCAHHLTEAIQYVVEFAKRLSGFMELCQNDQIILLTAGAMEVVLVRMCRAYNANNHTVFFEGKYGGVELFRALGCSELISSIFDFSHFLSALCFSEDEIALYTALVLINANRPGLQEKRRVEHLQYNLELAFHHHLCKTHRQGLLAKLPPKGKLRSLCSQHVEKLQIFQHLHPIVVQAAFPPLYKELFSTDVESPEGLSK
#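 ROR gamma transcriptional activity was tracked as Gal4-UAS luciferase output in stably transfected Drosophila Schneider cells, with compound added 1 hr before 700 uM copper sulfate induction and a 20 hr ambient-temperature incubation.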
# Numbers without * were called inactive; ? = inconclusive; & = joins results of further samples; [ ] = dose if it differs, or a comment. Calls follow the shape of the dose curve; as a rule, active = well fitted curve in the direction sought with a large enough effect; inconclusive = small, poorly fitted or top-dose-only effect, or another doubt; inactive = no such curve, though single readings can be large; an effect the other way counts as inactive or inconclusive. % is scaled to controls: 0 for no effect and ±100 for the full control effect; potency is read from the fitted curve at half-maximal effect.
SMILES,Gal4-VP16 FLuc,RORgamma inh
COc1c(CC=C(C)C)c2c(c3oc(=O)c(-c4ccc(O)cc4)c(O)c13)C=CC(C)(C)O2,-10%,7%
CC(C)[C@H](NC(=O)[C@H](CCC(=O)O)NC(=O)[C@H](Cc1ccccc1)NC(=O)[C@@H](C)NC(=O)[C@@H](N)Cc1ccc(O)cc1)C(=O)N[C@H](C(=O)NCC(N)=O)C(C)C,5%,1%
O=C(Oc1ccccc1)N1CCC2(CCN(Cc3ccccc3)CC2)CC1,-13%,-4%
O=C(NC(=O)c1ccccc1Cl)Nc1ccc(OC(F)(F)F)cc1,3%,-1%
Oc1ccc(Cl)cc1Cl,2%,-13%
C/C=C1\C[N@@+]2(C)CC[C@@]34C(=C(C=O)[C@H]1C[C@H]32)Nc1ccccc14,6%[17 µM],0%[16.9 µM]
CC(C)NC(=O)N1CCCC2(CCN(C(=O)Oc3ccccc3)CC2)C1,-9%,-15%
COC(=O)[C@H]1[C@H](c2ccccc2)C(=O)[C@@]2(O)c3ccccc3O[C@@]12c1ccccc1,-6%[10 µM],-12%[10 µM]
C=C1C2CC[C@@]3(C)C(c4ccoc4)OC(=O)C[C@@]13OC1CC(=O)C(C)(C)C(C(OC(C)=O)C(=O)OC)[C@@]12C (stereo not given in full),7%,?
CC[C@H]1CN2CC[C@@H]1C[C@H]2[C@@H](O)c1ccnc2ccc(OC)cc12,2%[17 µM],-20%[16.9 µM]
C[C@]12CCC3C(CC[C@]4(O)C[C@@H](O)CC[C@]34C=O)[C@@]1(O)CC[C@@H]2C1=CC(=O)OC1 (stereo not given in full),-3%,-5%
O=C(Nc1cccc(F)c1)N1CC2(CCN(C(=O)Oc3ccccc3)CC2)C1,1%,28%
N#Cc1ccc(CN2CC[C@@]3(CCCNC3)C2)cc1,-11%,-4%
COc1ccc(C[C@H]2NC[C@H](O)[C@@H]2OC(C)=O)cc1,35µM*,?
O=C(O)C(Br)Br,6%,-43%
NC(=S)Nc1ccccc1,6%&7%,4%&-1%
O=NN(CCO)CCO,-3%,1%
Oc1c(Cl)cccc1Cl,6%,-2%
CN1CCC2=C[C@H](O)[C@@H]3OC(=O)c4cc5c(cc4[C@H]3[C@H]21)OCO5,-13%[17 µM],-10%[16.9 µM]
COc1cc2c(c3oc4cccc(O)c4c(=O)c13)C1C=CO[C@@H]1O2 (stereo not given in full),10µM*,13µM*
Clc1cccc(SC2CCNCC2)n1,-9%&-6%,15%&9%
CC(=O)O[C@H]1C2[C@@H](OC(=O)Cc3ccccc3)[C@@H](C)C[C@]2(OC(C)=O)C(=O)/C(C)=C/[C@@H]2[C@H](CC[C@@]13CO3)C2(C)C (stereo not given in full),-9%,?
C=C(C)[C@]12C[C@@H](C)[C@@]34OC(Cc5ccccc5)(O[C@@H]1[C@@H]3C=C(COC(=O)Cc1cc(I)c(O)c(OC)c1)C[C@]1(O)C(=O)C(C)=C[C@@H]41)O2,-22%,41%
CSSC,-1%,10%
O=C1NC(=O)C(=O)C(=O)N1,5%,14%
CCCC[N+](=O)[O-],-12%,-18%
Oc1ccc2c3c1O[C@H]1[C@H](O)CC[C@@]4(O)[C@@H](C2)N(CC2CC2)CC[C@]314,-4%,20%
COC1=CC(=O)OC(CCc2ccccc2)C1 (stereo not given),-1%,14%
CNC(C)[C@@H](O)c1ccccc1 (stereo not given in full),9%,-6%
CC(N)[C@H](O)c1ccccc1 (stereo not given in full),-1%,2%
C[C@H]1CC[C@@H]2[C@@H](C)C(=O)O[C@H]3O[C@@]4(C)CC[C@H]1[C@@]32OO4,-5%[17 µM],-21%[16.9 µM]
Clc1ccc(Cl)c(Cl)c1,9%,12%
C/C=C/C=O,5%,5%
O=C1C=CC(=O)C(Cl)=C1,?,11µM*
c1ccc2c(c1)c1cc[n+]2CCCCC[n+]2ccc(c3ccccc32)NCCCCCN1,-12%,-31%
CC[N+](=O)[O-],5%,-3%
C=CCOCC1CO1 (stereo not given),-4%,18%
Cl.Cl.Cl.Cl.Cl.Cl.N.N.N.N.NNNNN.NNNNN.O.O.[Ru].[Ru].[Ru],-17%,18%
C[C@H]1CC[C@@]2(NC1)O[C@@H]1C[C@H]3[C@@H]4CC=C5C[C@@H](O)CC[C@]5(C)[C@@H]4CC[C@]3(C)[C@@H]1[C@@H]2C,-6%[17 µM],0%[16.9 µM]
C[C@H](CCC(=O)O)C[C@H](C)C[C@H](C)C(=O)/C=C(\O)[C@H](C)C[C@H](C)C/C=C/[C@@H](C)[C@@H](O)[C@@H](C)[C@@H](O)C[C@@H]1CC[C@@](C)([C@H]2CC[C@@](C)([C@@H](C)O)O2)O1,-7%,-2%
Nc1ccc(Cl)cc1,-10%,8%
CCC(C)C(=O)OC1C(O)C2C(CN3CC(C)CCC3[C@]2(C)O)C2C[C@]34O[C@@]5(O)C(OC(=O)C(C)(O)CC)CCC3(C)C5C(OC(C)=O)C(OC(C)=O)C4[C@@]21O (stereo not given in full),3%,6%
COc1ccc(N)cc1,0%&0%,-11%&7%
CC(C)CN1CC[C@@]2(CCCN(C(=O)c3ccncc3)C2)C1,-10%,0%
CC/C=C\C/C=C\C/C=C\C/C=C\C/C=C\CCCC(=O)NC(C)C(=O)O (stereo not given),3%,3%
C[C@@]12CCC3C(CC[C@@H]4CC(O)CC[C@@]34C)C1CCC2O (stereo not given in full),-4%,-5%
CCOP(=S)(OCC)SCSc1ccc(Cl)cc1,4%,-4%
Clc1ccc2c(c1)C(c1ccccc1)=NCc1nncn1-2,-1%,-7%
CC1=C2C(=O)C3C(CC=C4C[C@@H](O)CC[C@@]43C)[C@@H]2CC[C@]12O[C@@H]1C[C@H](C)CN[C@H]1C2C (stereo not given in full),-16%,-19%
CC(=O)CC(c1ccccc1)c1c(O)c2ccc(O)cc2oc1=O (stereo not given),-7%,-12%
CC(=O)OCC1=C(C(=O)O)N2C(=O)[C@@H](N)[C@@H]2SC1,-7%[17 µM],0%[16.9 µM]
COC(=O)C(c1ccccc1)C1CCCCN1 (stereo not given),-7%,10%
CCCCC/C=C\C/C=C\C/C=C\CCCCC(=O)NCCc1ccc(O)c(O)c1,-13%,-5%
O=C(c1csnn1)N1CCC2(CC1)CN(Cc1ccncc1)C2,-10%,33%
CCCCC/C=C\C/C=C\C/C=C\C/C=C\CCCC(=O)N(Cc1ccc(O)c(Cl)c1)Cc1ccc(O)c(Cl)c1,10%,3%
COC(=O)[C@@]1(Cc2ccccc2)[C@H]2c3cc(C(=O)N(C)C)n(C)c3C[C@H]2CN1C(=O)c1ccccc1,-4%,-14%
C[C@@H]1CC[C@H]2[C@@H](C)C(=O)O[C@@H]3OC4(C)CC[C@@H]1C32OO4 (stereo not given in full),-3%,0%
N[C@@]1(C(=O)O)CC[C@H](C(=O)O)C1,-9%&0%&-2%,?
CCN(CC)/[N+]([O-])=N/O,-4%,10%
CCN1C[C@]2(COC(=O)c3ccccc3N3C(=O)C[C@H](C)C3=O)CC[C@H](OC)[C@@]34[C@@H]5C[C@H]6[C@H](OC)[C@H]5[C@](O)(C[C@@H]6OC)[C@@](O)([C@@H](OC)[C@@H]23)[C@@H]14,-2%,5%

# Going on with the list.
SMILES,Gal4-VP16 FLuc,RORgamma inh
COc1ccc(C=O)cc1OC,7%,0%
COC1(C)CC(c2ccccc2)c2c(c3ccccc3oc2=O)O1 (stereo not given),-3%,26%
Cc1o[nH]c(=O)c1C[C@@H](N)C(=O)O,0%&21%,-7%&-43%
O=C1C(Cl)=C(Cl)C(=O)C(Cl)=C1Cl,?,4.5µM*
CCC(C=C[C@@H]1OC(=O)C=C[C@H]1C)=C[C@H](C)CC=CC(C)=C[C@@H](C)C(=O)[C@@H](C)[C@H](O)[C@@H](C)CC(C)=CC(=O)O,1.3µM*,?
COC(=O)c1ccc2[se]c(CC3CCCCC3)c(I)c2c1,2%,15%
CCCN(CCC)[C@@H]1CCc2c(OC)cccc2[C@@H]1C,19%,-15%
c1ccc(-c2cc3c(nc2-c2ccccc2)CCNC3)cc1,-11%[10 µM],-10%[10 µM]
CCCCCCCCCCCCC/C=C/[C@@H](O)[C@@H](N)COP(=O)([O-])OCC[N+](C)(C)C,-29%,-13%
COC(=O)C1C(c2ccccc2)C2C(=O)c3c(OC)cc(OC)cc3O[C@@]12c1ccc(OC)cc1 (stereo not given in full),-10%[10 µM],4%[10 µM]
c1cc2c(c(NC3=NCCN3)c1)CCCC2,-2%,-11%[10 µM]
CC(C)[N+](=O)[O-],1%,2%
CCC1C2CC3C4N(C)c5ccccc5[C@]45CC(C2C5O)N3C1O (stereo not given in full),-2%,3%
Clc1ccccc1-c1cncnc1NCCc1cnc[nH]1,1%,-2%
NCC(N)C(=O)c1ccccc1 (stereo not given),3%,-24%
FC(Cl)(Cl)Cl,-2%,7%
CCCCC/C=C\C/C=C\C/C=C\C/C=C\CCCC(=O)NCCO,-1%&-3%&-2%,38%&-18%&7%
CN1C(=O)[C@]23CC4=CC=C[C@H](O)[C@H]4N2C(=O)[C@@]1(CO)SS3,0%,0.045µM*
Clc1ccc2ccccc2c1,2%,0%
N[C@@H](CCCCP(=O)(O)O)C(=O)O,10%,5%
COC(=O)C1(C)C=C2C(=C(C)C(=O)C2C)CN1 (stereo not given),-7%,-9%
Nc1nc(N)nc(NC2CC2)n1,-2%,-2%
F/C(COc1ccc2c(c1)[nH]c1ccccc12)=C1/CN2CCC1CC2,3%&-22%,13%&-19%
C[C@H]1C(=O)O[C@@H]2CCN3CC=C(COC(=O)[C@@](C)(O)[C@@]1(C)O)[C@H]23,-5%[17 µM],16%[16.9 µM]
COc1cc2c(cc1O)[C@H]1Cc3ccc(OC)c(O)c3CN1CC2,-3%[17 µM],?
CCCOc1ccc2[nH]cc(C3=CCNCC3)c2n1,-3%,-4%
CCCCCOC(=O)c1ccccc1C(=O)OCCCCC,-5%,20%
O=C1Nc2cc(Cl)c(Cl)cc2N2CCNC[C@H]12,?,?
CN1C2CCC1CC(OC(c1ccccc1)c1ccc(Cl)cc1)C2 (stereo not given),?,?
CCOCCOC(C)=O,5%,0%
COC1C(O)C(C)O[C@@H](OC2CC[C@@]3(C)C4CC[C@]5(C)C(C6=CC(=O)OC6)CC[C@@]5(O)C4CC[C@@H]3C2)C1O (stereo not given in full),-11%,?
N#Cc1ccc(CN2CCCC3(CCN(C(=O)Oc4ccccc4)CC3)C2)cc1,-8%,-6%
Cc1ccc2c(c1)[C@@H]1CN(C)CC[C@H]1N2,-1%,-1%
COc1cc2c3cc1Oc1c(OC)c(OC)cc4c1C(Cc1cccc(c1)Oc1ccc(c(O)c1)CC3N(C)CC2)N(C)CC4 (stereo not given),-4%,-3%
N#Cc1c(Cl)cccc1Cl,1%,-34%
CC(=O)N1CCN(c2ccc(OCC3CO[C@@](Cn4ccnc4)(c4ccc(Cl)cc4Cl)O3)cc2)CC1 (stereo not given in full),?,2%
CCN1C[C@@]2(COC)CC[C@H](O)[C@@]34[C@@H]2C[C@@H]([C@@H]13)[C@]1(O)C[C@@H](OC)C2C[C@H]4[C@H]1[C@H]2OC(C)=O,2%[17 µM],12%[16.9 µM]
CN(C(=O)Cc1ccc(Cl)c(Cl)c1)[C@H](CN1CCCC1)c1cccc(N=C=S)c1,?,32µM*
O[C@H]1[C@H]2[C@H](O)CCCN2C[C@H]1O,-7%,-20%
CCC(C(=O)O)C1CCC(C)C(C(C)C(O)C(C)C(=O)C(CC)C2OC3(C=CC(O)[C@@]4(CC[C@](C)(C5CC[C@@](O)(CC)C(C)O5)O4)O3)C(C)CC2C)O1 (stereo not given in full),2.2µM*,1.8µM*
NNC(N)=S,-13%,14µM*
Oc1cccc[c]1[Hg][Cl],3.5µM*,1.6µM*
O=C(/C=C/c1cccc(F)c1)NC1CC1,?,2%
CC(=O)NNc1ccccc1,-6%,-12%
CN(C)C1CSSSC1,-1%,?
CC(C)=CCCC1(C)C=Cc2c(O)c3c(c(CC=C(C)C)c2O1)OC12C(=CC4CC1C(C)(C)OC2(C/C=C(/C)C(=O)O)C4O)C3=O (stereo not given),2.2µM*,2.8µM*
CN1C(=O)COc2c(C(=O)N[C@@H]3CN4CCC3CC4)cc(Cl)cc21,-2%,0%
CN(C)CCN(C)CCc1ccc(Cl)c(Cl)c1,-13%,-17%
CCCC(=O)O[C@@H]1[C@@H](C)[C@@]2(O)[C@@H](C=C(CO)C[C@]3(O)C(=O)C(C)=C[C@@H]23)[C@@H]2C(C)(C)[C@]12OC(=O)CCC,6%,1%
Cc1cc(SCc2sc(-c3ccc(C(F)(F)F)c(F)c3)nc2C)ccc1OCC(=O)O,?,?
CC(C)(OO)c1ccccc1,?,-79%

# Bioassay records (PubChem)

# A portion of the library; count on the stated rates, not on these rows.
